Source: PubChem BioAssay (National Center for Advancing Translational Sciences (NCATS))
TRHR ag: TRH receptor (human) agonism; TRHR cells, calcium flux fluo-8, FDSS agonist mode; activation, % at 2 µM; hit rate 0.18% among 360,000; P34981; AID 493084; further: 0% is about no effect
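Fluo-8-loaded TRHR cells; 10 s baseline, compound added, kinetic Ca2+ fluorescence read 1/s, agonist mode.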
RXFP1 antag: antagonists of human relaxin receptor RXFP1; HEK293-RXFP1, relaxin-stimulated cAMP HTRF, 30 min; active compounds read low; Q9HBX9; hit rate 0.59% among 350,000; activity change, negative = inhibition, % at 57.5 µM;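 active means activity change of -60% or lower, but not beyond a set lower limit; inconclusive means change between -60% and -40%, or beyond the set limit; inactive means change above -40%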; further: on the % scale 0 is the no-effect control and ±100 the full control effect
TRHR enhancer: allosteric enhancers of human TRH receptor; P34981; TRHR cells, fluo-8 calcium fluorescence, EC20 TRH enhancement; enhancement, % at 2 µM; hit rate 0.66% among 360,000; AID 493056; in the data active means enhancement above about 30%; further: 0% is about no effect
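TRHR-expressing cells loaded with fluo-8 calcium dye were read kinetically (ex 480/em 530) during compound addition, then stimulated with an EC20 of TRH (10 nM final). Enhancement of the Gq-mediated intracellular calcium response was scored.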
D2 antag: antagonists of human D2 dopamine receptor; P14416; HEK293 TREx D2 cells, calcium flux, dopamine EC80; inhibition, % at 10 µM; hit rate 2% among 340,000; AID 485344; in the data active means inhibition above about 30%; further: 0% is about no effect
Target sequence (P14416 whole entry, looked up): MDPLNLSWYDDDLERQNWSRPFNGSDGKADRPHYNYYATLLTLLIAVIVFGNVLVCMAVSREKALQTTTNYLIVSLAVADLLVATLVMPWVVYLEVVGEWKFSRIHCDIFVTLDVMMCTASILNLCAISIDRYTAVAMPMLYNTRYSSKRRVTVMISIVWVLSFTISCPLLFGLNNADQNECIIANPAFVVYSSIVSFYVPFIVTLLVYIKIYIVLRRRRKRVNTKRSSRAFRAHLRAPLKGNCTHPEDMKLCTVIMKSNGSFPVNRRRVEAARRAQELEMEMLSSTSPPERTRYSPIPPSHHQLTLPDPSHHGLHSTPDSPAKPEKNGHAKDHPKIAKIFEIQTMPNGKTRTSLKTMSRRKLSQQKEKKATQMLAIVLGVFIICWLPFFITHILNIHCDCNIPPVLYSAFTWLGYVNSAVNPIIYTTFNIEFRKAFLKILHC
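Cells plated overnight at 30 C with tetracycline; no-wash calcium dye, 30–90 min RT; 10 s baseline; compound pinned; 180 s read; EC80 dopamine added; another 180 s read.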
D2 PAM: positive allosteric modulators of human D2 dopamine receptor; P14416; HEK293 T-REx D2, calcium flux, EC20 dopamine potentiation; potentiation, % at 10 µM; hit rate 0.34% among 340,000;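 active means potentiation over 3 SD above the plate norm, cut at about 30% in these data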; further: 0% is about no effect
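Calcium flux readout, no-wash dye, 1 read/s. Inducible HEK293 Trex D2 line, overnight 30 C. Compound alone 180 s (agonist flags), then EC20 dopamine, another 180 s to score potentiation.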
D1 antag: human D1 dopamine receptor antagonism | HEK293 TREx D1 cells, calcium flux, dopamine EC80; active compounds read low | activity change, negative = inhibition, % at 10 µM | hit rate 3.2% among 360,000; in the data active means activity change below about -30%; further: on the % scale 0 is the no-effect control and ±100 the full control effect
Target sequence (P21728 whole entry, looked up): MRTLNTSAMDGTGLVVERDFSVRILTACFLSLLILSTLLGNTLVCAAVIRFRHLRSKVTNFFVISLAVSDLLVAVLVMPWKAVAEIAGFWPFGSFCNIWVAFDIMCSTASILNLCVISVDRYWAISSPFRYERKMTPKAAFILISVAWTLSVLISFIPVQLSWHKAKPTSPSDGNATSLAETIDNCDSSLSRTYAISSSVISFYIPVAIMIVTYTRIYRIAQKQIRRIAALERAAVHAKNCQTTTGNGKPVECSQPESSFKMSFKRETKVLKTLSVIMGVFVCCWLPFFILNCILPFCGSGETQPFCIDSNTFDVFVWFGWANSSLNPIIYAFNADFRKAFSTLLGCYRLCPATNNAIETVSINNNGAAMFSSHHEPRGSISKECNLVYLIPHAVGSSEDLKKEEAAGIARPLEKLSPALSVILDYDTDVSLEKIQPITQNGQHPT
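After overnight tetracycline induction at 30 C, force-coupled D1 HEK293 cells took up a no-wash calcium dye at room temperature. Compounds were added and monitored 180 s, and the response to EC80 dopamine was then recorded.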
D1 PAM: human D1 dopamine receptor positive modulation | HEK293 TREx D1 cells, calcium flux, dopamine EC20 potentiation | potentiation, % at 10 µM | hit rate 0.036% among 360,000; in the data active means potentiation above about 30%; further: 0% is about no effect
D2 agonist: activates the human D2 dopamine receptor. activation, % at 2 µM. hit rate 0.53% among 340,000. AID 485358. P14416. HEK293 T-REx D2 cells, calcium flux agonist mode;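 active means activation over 3 SD above normal in the single-dose calcium agonist read, cut at about 30% in these data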; further: 0% is about no effect
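Calcium-flux readout, 1 cycle/sec over 180 s following compound pin transfer, in inducible HEK293 Trex D2 cells (force-coupled); dopamine controls included. Positive calcium responses during this window marked compounds as potential agonists.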
D1 ag: activates the human D1 dopamine receptor. HEK293 T-REx D1 cells, calcium flux, agonist mode. hit rate 1% among 360,000. activation, % at 2 µM; further: 0% is about no effect
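Inducible HEK293 T-REx D1 cells, force-coupled to calcium signalling, were plated at 4000 cells/well with tetracycline and held overnight at 30 C. After no-wash calcium dye loading, compound-evoked calcium rise over 180 s flagged agonists.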
* hit, by the source's call; ? = inconclusive; . = not tested or not shown. Unless noted, no stated cut-off is given here; in the data, active means activation above about 30%; inactive means the rest. A portion of the library (hit frequency here may not be typical).

SMILES | TRHR ag | RXFP1 antag | TRHR enhancer | D2 antag | D2 PAM | D1 antag | D1 PAM | D2 agonist | D1 ag
N#Cc1ccccc1Cn1cc(C(=O)c2ccccc2F)c2ccccc21 | 0.4 | . | -4 | -2 | 8 | 4 | -3 | 0.3 | 2
CC(ON1CC1(C(F)(F)F)C(F)(F)F)(C(N)=O)C(N)=O (stereo unspecified) | 0.6 | 5 | 0 | -1 | 0 | 2 | 8 | 0.2 | 5
O=C(O)C(Cc1cnc[nH]1)NS(=O)(=O)c1ccc(Cl)cc1 (stereo unspecified) | 0.9 | 11 | 1 | -6 | 13 | -4 | 9 | 0.5 | 1
COc1ccc(CC(=O)Nc2ccc(C#N)c(Cl)c2)cc1S(=O)(=O)N1CCOCC1 | 1.1 | -8 | 5 | 8 | 1 | -6 | 2 | -1.0 | 1
CN1C(=O)N(C)C(=O)C2(Cc3cc([N+](=O)[O-])ccc3N3CCN(C(=O)c4ccccc4)CC32)C1=O (stereo unspecified) | -1.0 | 1 | -2 | 11 | -4 | -9 | . | -0.8 | 2
CCCCP(=O)(O)c1ccccc1 | 0.5 | 2 | 1 | 1 | 8 | -6 | -5 | 0.5 | 4
COc1c(C)cc(C(=O)C2CCCN(C3CCOCC3)C2)cc1C (stereo unspecified) | -0.3 | 0 | 0 | 1 | -28 | 1 | 1 | 0.4 | 2
CCN(CC)P(=O)(Oc1ccccc1)Oc1ccccc1 | -0.6 | -7 | 3 | -7 | -4 | -1 | -5 | -1.3 | 6
CC1CN=C(NCCc2ccccc2)S1 (stereo unspecified) | 2.0 | -10 | -1 | 9 | -1 | . | 2 | -0.6 | 3
Cc1cc(C)nc(N2Cc3ccccc3C2=N)n1 | 0.4 | 1 | 0 | -8 | -2 | 21 | 0 | 0.4 | 4
CC(C)C/C(=N/O)c1c[nH]c2ccccc12 | -0.8 | 0 | 1 | -3 | 7 | -7 | -1 | 0.3 | -1
O=C(CCN1CCCCC1)Nc1ccc(Cl)cc1C(=O)c1ccccc1 | 0.4 | 6 | -2 | 9 | -14 | -3 | 2 | 1.3 | 5
O=C(CNC(=O)c1ccc(Cl)cc1)Nc1ccc(Br)cc1C(=O)c1ccccc1 | 0.3 | -16 | 11 | 34* | -21 | 4 | -5 | -1.3 | 0
Cc1ccc(OCCOc2cccc(C=C3C(=O)NC(=O)NC3=O)c2)cc1 | 0.6 | 4 | -4 | -6 | 4 | 3 | -1 | 0.8 | 2
CC1(C)CC(CCNCc2ccc3c(c2)OCO3)(Cc2ccccc2)CCO1 (stereo unspecified) | 4.0 | -10 | -2 | -2 | 1 | -2 | -2 | 1.4 | 61*
CC(Cc1ccccc1)N1C(=O)c2ccccc2C1=O (stereo unspecified) | -0.5 | -1 | 55* | -1 | 0 | -18 | -10 | 0.7 | 2
N#Cc1cc2c(nc1SCC(=O)Nc1ccc(OC(F)(F)F)cc1)C1CCN2CC1 | 0.1 | -4 | 0 | . | -3 | -20 | 0 | 0.1 | 21
Cc1cnc(NC(=O)CN2CCCCC2)s1 | 0.0 | -1 | 0 | -12 | -9 | 0 | 0 | 0.2 | 2
COC(=O)C1=C(c2ccc(OC)c(OC)c2)C[C@@H]2CC[C@H]1N2C(=O)NCCCOC(C)C | -0.2 | . | -2 | 17 | 10 | 10 | -1 | -0.5 | -1
COc1ccc(-n2c(O)c(C=Nc3c(C)n(C)n(-c4ccccc4)c3=O)c(=O)[nH]c2=O)cc1 | 0.1 | 14 | -3 | 0 | 8 | 33 | -6 | -0.1 | 5

Full records, quoted from the list. Values in the order: TRHR ag | RXFP1 antag | TRHR enhancer | D2 antag | D2 PAM | D1 antag | D1 PAM | D2 agonist | D1 ag
CC(C)C/C(=N/O)c1c[nH]c2ccccc12 reads -0.8 | 0 | 1 | -3 | 7 | -7 | -1 | 0.3 | -1
CC1CN=C(NCCc2ccccc2)S1 (stereo unspecified) reads 2.0 | -10 | -1 | 9 | -1 | . | 2 | -0.6 | 3
CCCCP(=O)(O)c1ccccc1 reads 0.5 | 2 | 1 | 1 | 8 | -6 | -5 | 0.5 | 4
CC(ON1CC1(C(F)(F)F)C(F)(F)F)(C(N)=O)C(N)=O (stereo unspecified) reads 0.6 | 5 | 0 | -1 | 0 | 2 | 8 | 0.2 | 5
COc1ccc(-n2c(O)c(C=Nc3c(C)n(C)n(-c4ccccc4)c3=O)c(=O)[nH]c2=O)cc1 reads 0.1 | 14 | -3 | 0 | 8 | 33 | -6 | -0.1 | 5

Continuation:
SMILES | TRHR ag | RXFP1 antag | TRHR enhancer | D2 antag | D2 PAM | D1 antag | D1 PAM | D2 agonist | D1 ag
O=C1NC(=O)C2(C(=O)N1)C(c1ccc(F)cc1)NC(=S)NC2c1ccc(F)cc1 (stereo unspecified) | 0.1 | -21 | 4 | -7 | 21 | 6 | -4 | 0.8 | 1
C=CCn1c(=O)c(C=Nc2cccnc2Cl)c(O)n(CCCC)c1=O | 0.3 | -22 | 0 | 4 | 3 | -17 | -5 | 1.1 | 5
O=C(c1ccco1)c1cn(Cc2ccccc2)c2ccccc12 | 1.6 | -11 | -12 | 14 | -3 | 3 | -2 | 2.4 | 5
Cc1ccnc(-n2c(-c3ccccc3)nc3ccccc3c2=O)c1 | 0.2 | -4 | 15 | 33* | 16 | -1 | -1 | -0.4 | 0
O=C(c1cc(F)ccc1F)C1CCCN(Cc2cccc(Cl)c2)C1 (stereo unspecified) | -0.2 | -7 | -6 | 14 | -17 | -1 | -4 | 0.3 | 5
COc1ccc(/C=N/N=C(/N)N[N+](=O)[O-])c(OC)c1 | -0.4 | -16 | -2 | 13 | -2 | -13 | -4 | 0.0 | 1
COc1ccc(-n2c(/C=C3\C(=O)Nc4ccccc43)nc3ccccc3c2=O)cc1 | 0.6 | -2 | -6 | 3 | 2 | -23 | -12 | 1.7 | 3
O=C(CCC(=O)N1CCC2(CC1)OCCO2)Nc1nnc(C2CCCCC2)s1 | 0.7 | -17 | 1 | -3 | -4 | 8 | 3 | 0.7 | 2
Cc1cccc(N2CCN(CCc3ccccc3)CC2)c1C | -1.7 | -24 | 2 | -18 | 10 | -51* | -11 | -0.6 | 39*
CC(C)CNC(=O)c1c(N)n(Cc2ccc3c(c2)OCO3)c2nc3ccccc3nc12 | -1.0 | -15 | 3 | 13 | 7 | 9 | -1 | -0.6 | 7
COc1ccc(C2SCC(=O)Nc3c2c(C)nn3C2CCOC(C)(C)C2)cc1 (stereo unspecified) | -0.9 | 9 | -17 | -9 | 7 | 0 | -9 | 0.2 | 0
COc1ccc(-c2nn(CCC#N)cc2C(=O)NCc2ccccc2)cc1OC | 0.1 | -1 | 2 | -10 | -8 | -23 | -3 | 0.6 | 5
CC(C)(C)c1ccc(OC(=O)N2CCCCC2)cc1 | 0.8 | ? | 3 | -8 | 4 | 0 | -1 | -0.1 | 5
CN1CCc2c(c(N3CCCCC3)nc3n[nH]c(N)c23)C1 | 0.4 | -18 | 1 | 1 | 30 | -9 | -3 | 0.9 | -2
O=c1c2ccccc2nc(CNCc2ccco2)n1-c1ccc(F)cc1 | -0.5 | 10 | 5 | 1 | 18 | 14 | -7 | 0.3 | 1
CC(C)NS(=O)(=O)c1ccc(OCC(=O)N2CCN(C)CC2)cc1 | 0.7 | 6 | -2 | -8 | -7 | -6 | 0 | 1.4 | 7
COC(=O)C1=C(c2ccc(F)cc2OCc2ccccc2)C[C@@H]2CC[C@H]1N2C(=O)N1CCC(C)CC1 | 0.5 | . | -9 | -22 | 8 | -8 | -6 | 0.6 | 5
COc1ccc(CNC(=O)CCC(=O)N2C[C@H]3C[C@H](C2)c2cccc(=O)n2C3)cc1OC | 0.6 | . | 2 | 36* | -2 | -3 | -2 | 0.4 | 1
Cc1oc2cc3oc(=O)c(CCC(=O)N4CCCCC4)c(C)c3cc2c1C | -1.1 | -9 | 3 | . | 8 | -22 | -2 | . | 10
C[C@]12CCC3[C@@H](CCC4=CC(=O)CC[C@@]43C=O)C1CCC2=O (stereo partly specified) | 0.3 | 11 | 4 | 2 | -8 | 15 | -1 | -0.5 | 1
CCN1CCN(c2ccc([N+](=O)[O-])cc2C#N)CC1 | 1.0 | 17 | 3 | 3 | -20 | 2 | -3 | 1.1 | 1
CC(=NCCCO)c1c(O)[nH]c(=O)[nH]c1=O | -0.5 | -6 | 0 | -9 | -2 | -1 | 2 | -0.5 | 1
COc1cccc(CN2CCNCC2)c1OC | 0.2 | 5 | -8 | -13 | -4 | 2 | -1 | -0.6 | 1
Cc1ccc(Cn2cccc(C(=O)Nc3nc4ccc(C)cc4s3)c2=O)cc1 | -0.7 | . | 5 | . | 10 | . | -1 | -0.4 | 0
COc1ccc(CCNCc2ccc(F)cc2)cc1OC | 0.6 | 2 | 0 | -2 | 8 | 0 | -2 | 1.1 | 4
COc1ccccc1-n1c(Cc2ccccc2)nc2ccccc2c1=O | 0.0 | 1 | 3 | . | 2 | 4 | -2 | . | 0
O=C1NCCN2CCCC12 (stereo unspecified) | -1.8 | -11 | 3 | -12 | -8 | -17 | -7 | 1.2 | 1
O=c1c2ccccc2nc(-c2ccccc2)n1-c1cccc(O)c1 | 1.0 | 5 | -5 | 13 | -6 | 5 | 1 | 0.1 | 0
Cc1cccc(OP(=O)(NCc2ccccc2)Oc2cccc(C)c2)c1 | 3.0 | -30 | 3 | -1 | 2 | 3 | -6 | 1.7 | 7
COC(=O)c1ccc(N2CCN(C)CC2)c([N+](=O)[O-])c1 | -1.6 | 5 | 5 | 0 | 2 | -19 | -1 | -1.9 | 3

5 consecutive entries out of the list so far, quoted:
SMILES | TRHR ag | RXFP1 antag | TRHR enhancer | D2 antag | D2 PAM | D1 antag | D1 PAM | D2 agonist | D1 ag
N#Cc1ccccc1Cn1cc(C(=O)c2ccccc2F)c2ccccc21 | 0.4 | . | -4 | -2 | 8 | 4 | -3 | 0.3 | 2
CC(ON1CC1(C(F)(F)F)C(F)(F)F)(C(N)=O)C(N)=O (stereo unspecified) | 0.6 | 5 | 0 | -1 | 0 | 2 | 8 | 0.2 | 5
O=C(O)C(Cc1cnc[nH]1)NS(=O)(=O)c1ccc(Cl)cc1 (stereo unspecified) | 0.9 | 11 | 1 | -6 | 13 | -4 | 9 | 0.5 | 1
COc1ccc(CC(=O)Nc2ccc(C#N)c(Cl)c2)cc1S(=O)(=O)N1CCOCC1 | 1.1 | -8 | 5 | 8 | 1 | -6 | 2 | -1.0 | 1
CN1C(=O)N(C)C(=O)C2(Cc3cc([N+](=O)[O-])ccc3N3CCN(C(=O)c4ccccc4)CC32)C1=O (stereo unspecified) | -1.0 | 1 | -2 | 11 | -4 | -9 | . | -0.8 | 2
